Bioassay records as filed in PubChem.
TRPML3 ag: human mucolipin-3 channel agonism; 220,000 tested, 0.29% active; activation, % at 3 µM; Q8TDD5; HEK293 TRPML3-YFP, Fluo-8 calcium fluorescence; 100% = the carbachol control signal;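 active = activation above its plate's cutoff, the mean activation of the plate's test wells plus 3 SD, cut at about 12% in these data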;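 note: 0% = DMSO only wells and 100% = carbachol wells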
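Test system: TRPML3-YFP stable HEK293 cells. Doses: single point at 3 µM. Incubation: dye loading 1 h 37 °C then 30 min ambient, 125 s read. Signal: Fluo-8 calcium dye fluorescence, ex 470-495, em 515-575 nm. Measure: percent activation from peak-to-basal fluorescence ratio, scaled between DMSO and carbachol.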
Cl transport mod: KCC2 (human) Cl- transport modulation; KCC2 cells, thallium flux FluoZin-2 fluorescence; B-score of Tl+ flux slope (higher = more flux/activation; lower = inhibition) at 10 µM; 190,000 tested, 2.2% active; AID 1456;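 active = thallium flux slope and its plate-corrected score both differing from the plate sample mean at a set confidence after two filtering rounds, in either direction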;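 note: slope of fluorescence scaled to starting intensity during 10 to 20 s after thallium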
Target sequence (Q9H2X9 whole entry, looked up): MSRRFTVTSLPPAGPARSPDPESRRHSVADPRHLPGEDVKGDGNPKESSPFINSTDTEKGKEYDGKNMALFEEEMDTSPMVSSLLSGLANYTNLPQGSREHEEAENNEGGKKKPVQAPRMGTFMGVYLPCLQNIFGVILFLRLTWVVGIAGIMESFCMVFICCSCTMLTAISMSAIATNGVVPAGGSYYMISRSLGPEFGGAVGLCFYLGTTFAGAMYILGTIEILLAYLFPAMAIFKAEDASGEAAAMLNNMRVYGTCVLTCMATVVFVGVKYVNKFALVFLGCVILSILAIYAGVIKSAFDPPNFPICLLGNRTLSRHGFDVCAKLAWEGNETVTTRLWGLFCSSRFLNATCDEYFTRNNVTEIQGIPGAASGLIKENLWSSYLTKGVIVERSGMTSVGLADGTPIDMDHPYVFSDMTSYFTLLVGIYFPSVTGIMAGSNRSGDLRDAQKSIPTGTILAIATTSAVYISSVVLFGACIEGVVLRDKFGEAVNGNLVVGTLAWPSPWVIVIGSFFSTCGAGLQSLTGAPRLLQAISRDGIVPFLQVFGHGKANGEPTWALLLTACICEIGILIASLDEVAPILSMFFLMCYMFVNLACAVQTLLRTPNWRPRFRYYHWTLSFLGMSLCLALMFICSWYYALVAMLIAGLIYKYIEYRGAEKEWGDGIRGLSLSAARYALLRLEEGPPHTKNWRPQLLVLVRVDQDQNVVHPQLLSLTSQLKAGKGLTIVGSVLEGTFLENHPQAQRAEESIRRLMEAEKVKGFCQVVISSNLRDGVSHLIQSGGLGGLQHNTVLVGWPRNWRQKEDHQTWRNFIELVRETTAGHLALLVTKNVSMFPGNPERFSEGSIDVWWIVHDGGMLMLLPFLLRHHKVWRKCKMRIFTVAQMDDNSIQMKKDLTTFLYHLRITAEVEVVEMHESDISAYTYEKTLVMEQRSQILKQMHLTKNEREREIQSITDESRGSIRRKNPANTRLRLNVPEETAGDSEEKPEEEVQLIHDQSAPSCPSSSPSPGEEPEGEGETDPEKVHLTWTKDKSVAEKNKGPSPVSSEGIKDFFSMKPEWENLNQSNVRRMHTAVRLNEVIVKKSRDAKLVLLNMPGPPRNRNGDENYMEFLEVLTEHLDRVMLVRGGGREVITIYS
Furin inh: blocks human furin protease activity; P09958; purified furin, fluorogenic substrate cleavage; inhibition, % at 30 µM; 220,000 tested, 0.061% active; AID 463115; in the data active = inhibition above about 25%; note: inactives centre near -15
Thrombin inh: blocks human thrombin protease activity. P00734. alpha-thrombin, Boc-VPR-AMC fluorogenic substrate cleavage. inhibition, % at 5 µM. 220,000 tested, 0.26% active. AID 1046;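 active = inhibition at or above 40%; inactive = inhibition below 40%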;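 note: 0% = enzyme with no compound and 100% = wells without enzyme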
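Material: Human alpha-thrombin protein | Buffer or medium: pH 7.5 Tris-saline with Tween 20 | Reagent: Boc-VPR-AMC substrate, 15 µM final | Schedule: Reaction at ambient temperature | Detection: AMC fluorescence at 355 nm excitation and 460 nm emission | Evaluation: Percent inhibition scaled between no-compound controls and no-enzyme blanks | Controls: no-compound enzyme wells and no-enzyme blanks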
TbHK1 inh: T. brucei hexokinase 1 inhibition. recombinant TbHK1, G6PDH-coupled NADH A340. AID 1430. inhibition, % at 10 µM. 220,000 tested, 0.11% active;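 active = inhibition of 50% or more in the single-dose primary screen; inactive = inhibition below 50%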
TRPN1 ag: zebrafish TRPN1 (NompC) channel agonism; HEK293 zebrafish TRPN1-YFP, Fluo-8 calcium fluorescence; 100% = response to 87 µM carbachol; activation, % at 3 µM; 220,000 tested, 0.18% active; AID 1424;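 active = activation above its plate's cutoff, the mean activation of test wells on that plate plus 3 SD, cut at about 19% in these data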;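 note: 0% = DMSO alone and 100% = 87 µM carbachol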
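Control set: carbachol 87 µM as high control, DMSO as low control; system: HEK293 stable line with zebrafish TRPN1-YFP; read-out: % activation versus carbachol response; detection: intracellular calcium fluorescence with Fluo-8; doses: single test compound dose, 3 µM nominal, 0.3% DMSO; schedule: dye 1 h 37 °C plus 30 min RT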
Calpain2 inh: blocks pig calpain II enzyme activity | purified calpain II, fluorogenic peptide substrate, 30 min | inhibition, % at 16 µM | 220,000 tested, 0.37% active;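 active = inhibition above about 50%, limit read from the data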
EBV gp42 inh: blocks Epstein-Barr virus glycoprotein 42 binding | Fluorescence polarization binding assay, mP read-out | Q1HVG2 | inhibition, % (tested at 21.74 µM) | 220,000 tested, 0.42% active | AID 1085; in the data active = inhibition above about 50%
PPC-1+TRAIL kill: PPC-1 cancer cell killing with TRAIL present. cell killing (% activity), % at 4 µM. PPC-1 cells + TRAIL, ATPLite viability luminescence. AID 1443. 220,000 tested, 0.41% active;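 active = cell killing above 50% in the first pass at 4 µM, then a duplicate retest at 5 µM averaging 50% or more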;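 note: plate controls were cells with TRAIL plus DMSO for no effect and medium-only wells lacking cells for full effect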
An asterisk follows results filed as active; x = not tested or not shown; [ ] = dose if it differs, or a comment. Rows are unselected. About 3.6% of those tested had a hit in this group.

SMILES	TRPML3 ag	Cl transport mod	Furin inh	Thrombin inh	TbHK1 inh	TRPN1 ag	Calpain2 inh	EBV gp42 inh	PPC-1+TRAIL kill
CC(NC(=O)C1CCCCC1)c1ccc2c(c1)OCCO2 (stereo not drawn)	1.1	0.98	-7[20 µM]	-1	0	0.8	13	-20	-3
Cc1ccccc1OCCNC(=S)Nc1ccccc1	0.0	-0.73	-20[20 µM]	2	-10	1.0	30	-11	14
COCCN(CC(=O)NCc1ccccc1)C(=O)CCC(=O)Nc1ccccn1	0.9	0.94	-23[20 µM]	-2	30	-0.1	6	-12	8
O=C(Cc1cccs1)NCc1cccs1	0.6	1.2	-1[20 µM]	-10	-2	0.3	5	4	16
Cc1cc2n(n1)C(c1sccc1C)Nc1ccccc1-2 (stereo not drawn)	-0.4	0.22	-20	4	-2	-0.7	-107	-7	13
c1ccc(CSc2nnc(-c3ccco3)n2Cc2ccccc2)cc1	-1.5	-0.4	-19[20 µM]	1	-1	-1.6	4	-14	1
COc1ccc(C2CC(c3ccccc3)=NN2C(=O)c2cccs2)cc1 (stereo not drawn)	-0.6	0.67	-5	-6	-4	1.4	6	-12	26
Cc1cccn2c(=O)c(C=O)c(N3CCN(c4ccccc4)CC3)nc12	-0.2	-0.65	3	1	-1	1.9	30	11	4
CCOCCCNC(=O)Cc1c(C(=O)O)[nH]c2ccc(Cl)cc12	0.7	1	-10	3	-2	0.0	-2	2	x
O=C(O)c1ccc2c(c1)OCCO2	0.1	-0.61	-19[20 µM]	2	-6	-0.8	-4	-19	7

Results in Calpain2 inh and TRPML3 ag (2 entries from above):
Compound | Calpain2 inh | TRPML3 ag
CCOCCCNC(=O)Cc1c(C(=O)O)[nH]c2ccc(Cl)cc12 | -2 | 0.7
c1ccc(CSc2nnc(-c3ccco3)n2Cc2ccccc2)cc1 | 4 | -1.5

Continuation.
SMILES	TRPML3 ag	Cl transport mod	Furin inh	Thrombin inh	TbHK1 inh	TRPN1 ag	Calpain2 inh	EBV gp42 inh	PPC-1+TRAIL kill
CCCc1nc(N)c(C#N)c(-c2ccco2)c1CC	0.0	x	-5[20 µM]	1	-5	-1.3	1	-9	13
O=C(NCc1cn2ccsc2n1)c1c(F)cccc1Cl	-0.1	0.24	-32	1	-4	3.2	1	-12	2
O=C(NCc1ccccn1)c1cccn1-c1ncc(C(F)(F)F)cc1Cl	-0.7	0.0022	-15	-6	-2	-0.4	-14	-4	3
CCn1c(CNC(=O)COc2c(C)cccc2C)nnc1SCC(=O)Nc1nccs1	-0.6	1.3	-13[20 µM]	-4	3	0.6	6	-3	5
O=C(COC(=O)[C@H](Cc1ccccc1)NC(=O)c1cccs1)Nc1ccccc1C(F)(F)F	0.0	-0.98	-11	-5	3	0.1	30	-19	4
Cc1cccc(NC(=O)COC(=O)CNC(=O)C2CCCCC2)c1	0.3	x	-16[20 µM]	0	-2	0.8	-3	-28	1
O=C(c1c[nH]c(C(=O)N2CCN(Cc3ccccc3)CC2)c1)C1CCCCC1	0.4	-1.6	-18	-9	-6	-0.9	13	4	2
COC(=O)c1ccc(Oc2nc(N3CCCCC3)nc(N3CCOCC3)n2)cc1	0.4	x	-20[20 µM]	-14	-4	0.8	-6	1	-24
COc1ccc(C(c2c(C)n(C)n(-c3ccccc3)c2=O)c2c(C)n(C)n(-c3ccccc3)c2=O)cc1O	0.8	-0.02	-11	x	-3	0.2	-7	-20	12
CCC(=O)N1CCN(c2ccc(NC(=O)c3ccc(N4CCCC4)c([N+](=O)[O-])c3)cc2)CC1	0.8	0.042	-19	-10	4	0.3	-9	5	-6

Three compounds already listed, arranged by the value under EBV gp42 inh, falling.
SMILES,TRPML3 ag,Cl transport mod,Furin inh,Thrombin inh,TbHK1 inh,Calpain2 inh,EBV gp42 inh
O=C(NCc1ccccn1)c1cccn1-c1ncc(C(F)(F)F)cc1Cl,-0.7,0.0022,-15,-6,-2,-14,-4
O=C(NCc1cn2ccsc2n1)c1c(F)cccc1Cl,-0.1,0.24,-32,1,-4,1,-12
COc1ccc(C(c2c(C)n(C)n(-c3ccccc3)c2=O)c2c(C)n(C)n(-c3ccccc3)c2=O)cc1O,0.8,-0.02,-11,x,-3,-7,-20

Next section:
SMILES	TRPML3 ag	Cl transport mod	Furin inh	Thrombin inh	TbHK1 inh	TRPN1 ag	Calpain2 inh	EBV gp42 inh	PPC-1+TRAIL kill
CCC(C)Sc1nnc(CNC(=O)C23CC4CC(CC(C4)C2)C3)n1C1CCCCC1 (stereo not drawn)	-0.2	-0.016	-21	0	2	0.3	6	-14	3
O=S(=O)(c1ccc(Oc2ccc(S(=O)(=O)N(CCO)CCO)cc2)cc1)N(CCO)CCO	0.1	0.23	-27	-11	2	1.2	2	-11	-4
Cc1ccc(S(=O)(=O)NCCN=C(CN2CCOCC2)NS(=O)(=O)c2ccc(C)cc2)cc1	0.1	x	-4	4	-3	-2.1	-16	-12	6
Cc1ccc(-c2nc3c4ccccc4ccn3c2CN2CCCCC2)cc1	-1.2	-0.19	-20	3	-10	-2.2	-9	3	16
CC(=O)Nc1ccc(OCC(=O)c2cc(C)ccc2C)cc1	0.9	1	-21[20 µM]	-1	-6	0.8	-11	-7	-15
CS(=O)(=O)N1CCN(c2ncccn2)CC1	1.1	-0.0076	-14[20 µM]	1	-3	1.2	-9	4	17
CC(C)CC1NC(=O)N(CC(=O)N2CCN(S(=O)(=O)c3ccc4ccccc4c3)CC2)C1=O (stereo not drawn)	0.5	-0.37	-21[20 µM]	-3	-5	-1.3	-14	3	12
Cn1c(SCc2cccc(C(F)(F)F)c2)nnc1-c1ccco1	0.6	x	-17	7	0	2.0	5	-25	12
Cc1ccc(NN2C(=O)C=C(c3ccccc3)C2=O)cc1	1.4	0.23	-14	-10	-3	1.3	-18	-8	15
CN(C)c1ccc(C2N(C(=O)N3CCOCC3)CCN2S(=O)(=O)c2ccccc2)cc1 (stereo not drawn)	1.1	1.1	-15	3	-20	0.2	-12	-2	13

Full records as entered above. Screens in order: TRPML3 ag | Cl transport mod | Furin inh | Thrombin inh | TbHK1 inh | TRPN1 ag | Calpain2 inh | EBV gp42 inh | PPC-1+TRAIL kill
`Cc1ccc(S(=O)(=O)NCCN=C(CN2CCOCC2)NS(=O)(=O)c2ccc(C)cc2)cc1` is entered as 0.1 | x | -4 | 4 | -3 | -2.1 | -16 | -12 | 6
`O=S(=O)(c1ccc(Oc2ccc(S(=O)(=O)N(CCO)CCO)cc2)cc1)N(CCO)CCO` is entered as 0.1 | 0.23 | -27 | -11 | 2 | 1.2 | 2 | -11 | -4
`Cc1ccc(-c2nc3c4ccccc4ccn3c2CN2CCCCC2)cc1` is entered as -1.2 | -0.19 | -20 | 3 | -10 | -2.2 | -9 | 3 | 16

Next part
SMILES	TRPML3 ag	Cl transport mod	Furin inh	Thrombin inh	TbHK1 inh	TRPN1 ag	Calpain2 inh	EBV gp42 inh	PPC-1+TRAIL kill
O=C(COc1ccc2c(c1)OCO2)Nc1ccccc1C(F)(F)F	0.4	-0.5	-20	-3	1	0.3	15	3	-13
Cc1c(Br)cc(C(=O)NC2CCCCC2)c(C)c1C	0.0	0.081	-20[20 µM]	4	1	-1.4	8	4	18
O=C1NC(Nc2ccccn2)(C(F)(F)F)C(=O)N1c1ccc(F)cc1 (stereo not drawn)	3.0	0.89	-7[20 µM]	0	-4	-0.5	-23	-12	12
N#CCCn1cc(C(=O)Nc2ccc(C(=O)O)cc2)c(-c2ccc([N+](=O)[O-])cc2)n1	0.8	0.72	-21	-2	-6	0.7	-11	-9	10
CCCCn1c(S(=O)(=O)O)nc2ccccc21	0.4	x	-9[20 µM]	-15	1	0.5	4	-25	12
COC(=O)c1cc(C(=O)Nc2nnc(CC(C)C)s2)cc([N+](=O)[O-])c1	0.4	-1.6	-28	-4	-6	0.0	-2	1	4
Cc1ccc(NC(=O)CNCC(c2ccccc2)N(C)C)cc1F (stereo not drawn)	0.2	-0.56	-15	0	-2	1.3	-13	-11	18
COC(=O)c1n[nH]nc1-c1ccccc1	0.2	-0.045	-15	-6	15	-0.9	-5	-14	-2
CCCCCc1cc(=O)oc2c(C(CCN3CCCCC3)c3cc(OC)c(OC)c(OC)c3)c(OC)cc(OC)c12 (stereo not drawn)	x	-0.32	-15	-4	-7	x	-8	-13	21
O=C(COc1ccc([N+](=O)[O-])cc1)NCc1cccnc1	0.5	0.63	-13	4	10	1.1	-1	-8	-1
COc1ccc(C(=O)Nc2c3c(nn2-c2cccc(Cl)c2)CS(=O)C3)cc1 (stereo not drawn)	-0.2	1.3	-23	-2	3	1.5	-4	-3	-17
Fc1ccc(-c2ccnc(=S)[nH]2)cc1	0.2	x	-24[20 µM]	9	-14	-0.2	30	-7	3
CCOc1ccc(-c2nnn(CC(=O)NCc3ccco3)n2)cc1	-0.4	-1.4	-18	0	-2	-0.7	-20	-15	12
COc1ccc(-n2cnc3c(sc4nccc(N(C)C)c43)c2=O)cc1	-0.1	0.26	-4[20 µM]	2	-14	-0.1	-55	-16	35
COc1cc(NC(=S)NCCCN2CCOCC2)cc(OC)c1	0.8	-0.72	-13	-2	-9	1.8	6	-9	3
NC1=NC[C@H](c2ccccc2)N1CCc1cccc(F)c1	x	0.0043	-28	2	-3	x	-16	-6	34
COc1cccc(C2C=C(c3ccc(OC)cc3OC)Nc3nnnn32)c1 (stereo not drawn)	0.8	x	1	-5	-9	1.9	-76	18	6
CC(=O)Nc1ccc(NC(=O)c2cccc(-c3cc4ccccc4oc3=O)c2)cc1	0.6	0.66	-25	-21	-6	0.6	-11	1	28
